A-T KAP1 phos – potential ataxia-telangiectasia treatments restoring KAP-1 phosphorylation. […] A-T fibroblasts, KAP-1 phosphorylation AlphaLISA; neocarzinostatin DNA damage 30 min before lysis. Potency, µM (doses to about 57.5 µM), for inactives: top-dose activation, most hits filed as activators. 320,000 tested, 0.19% active; also: potency is read from the fitted curve at half-maximal effect; % of control where 0% means no effect; nearly all actives have a fitted effect of over 45% in size
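ATM-like activity read as KAP-1 phosphorylation via AlphaLISA donor/acceptor antibody pairs after lysis and 6 hr at 25C. Cells were ATM-null patient fibroblasts ([…], hTERT), dosed 60 min, then exposed to the DSB inducer NCS for 30 min.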
TCR activator – activates T cell receptor signaling | AID 504894 | Potency, µM (titrated, usually from 9.22 µM), for the others: top-dose activation of IL-2 secretion, hits mostly activators | primary human leukocytes, anti-CD3, IL-2 HTRF, 48 h | 330,000 tested, under 10 active; also: % of control where 0% means no effect
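TCR engagement came from a-CD3 beads alone, with compounds added to primary human leukocytes for 48 hr. Secreted IL-2 bridged europium cryptate- and d2-labelled anti-IL-2 antibodies, giving FRET emission at 665nm after 320nm excitation.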
FBPA coupling cs – coupling enzyme interference in Giardia aldolase counter-screen. coupling enzyme system counterscreen, AmpLite Red fluorescence. AID 2472. activity change, negative = inhibition, % at 58.2 µM, hits read low. 290,000 tested, 0.67% active; in the data active = activity change below about -30%; also: % is scaled to controls: 0 for no effect and ±100 for the full control effect
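Fluorescence at 525 nm excitation and 598 nm emission measured inhibition of the coupled detection system without aldolase. Compounds (at 57.5 uM final) were preincubated 10 min at room temperature with coupling enzyme reagent before a 20 min substrate/AmpLite Red step.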
Giardia kill – kills Giardia lamblia; Giardia lamblia trophozoite viability; activity change, % at 7.66 µM, hits read low; 340,000 tested, 0.15% active; AID 540267; in the data active = activity change below about -80%; inconclusive = between about -30% and that limit;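 also: parasites exposed to compound for two days anaerobically before the ATP read; % is scaled to controls: 0 for no effect and ±100 for the full control effect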
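Luminescence from cellular ATP indicates surviving trophozoites (100 cells/well) following 48 hrs anaerobic compound treatment at 37 deg C; signal develops 15-30 min at room temperature.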
Tb PFK inh – blocks T. brucei phosphofructokinase; O15648; T. brucei PFK, ADP-Glo luminescence; Potency, µM (highest dose often 57.5 µM), without a hit: at the highest dose activity, negative = inhibition, actives largely listed as inhibitors; 330,000 tested, 0.17% active; AID 485367;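 also: potency is read from the fitted curve at half-maximal effect; 0% = uninhibited 1x PFK enzyme wells and -100% = no-enzyme wells; nearly all actives have a fitted effect of over 60% in size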
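Activity is normalized to no-enzyme wells (full inhibition) and 1.25 nM enzyme wells (no inhibition). Reaction: 0.5 mM F6P, 0.1 mM ATP, 45 min RT, ADP-Glo luminescence; concentration-response curves fitted and classed by quality.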
Chronic BCR inh – inhibitors of chronic active B-cell receptor signaling. ABC-DLBCL IkBa-CBG/CBR reporter, luminescence ratio, 4 h. Potency, µM (doses to about 46.1 µM), inactives show at the highest dose ratio change, negative = lower green/red ratio, most hits filed as inhibitors. 340,000 tested, 0.05% active. AID 493014; active = well fitted inhibition curve with a large enough effect in the signal ratio, with a control signal flat, not every such curve was filed as active; inconclusive = small, poorly fitted or top-dose-only effect, or effect the other way, or a change in a side signal; the % refers to the signal ratio;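 also: potency is read from the fitted curve at half-maximal effect; plate controls were basal doxycycline-induced cells for no effect and cells given 10 µM MG132 for full effect; MG132 reads +100%, hits lower the ratio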
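Cell line TMD8 (human ABC DLBCL), stably expressing tet-inducible CBG68-IkBa fusion and CBR; IMDM/0.5% FBS; cpd up to 46 uM; dox induction, 4 h, 37C/5% CO2; dual luminescence; green/red ratio; MG132 control.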
TSHR antag – blocks TSH signaling through the human TSH receptor; P16473; TSHR-expressing cells, TSH-stimulated cAMP HTRF, 2 h; stronger effect = lower value; activity change, negative = inhibition, % at 11.5 µM; 330,000 tested, 0.2% active; AID 504810;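 active = activity change below a set negative limit, meaning inhibition stronger than a set level, cut at about -70% in these data; inconclusive = activity change between two set negative limits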; also: % is scaled to controls: 0 for no effect and ±100 for the full control effect
Target sequence (P16473 whole entry, looked up): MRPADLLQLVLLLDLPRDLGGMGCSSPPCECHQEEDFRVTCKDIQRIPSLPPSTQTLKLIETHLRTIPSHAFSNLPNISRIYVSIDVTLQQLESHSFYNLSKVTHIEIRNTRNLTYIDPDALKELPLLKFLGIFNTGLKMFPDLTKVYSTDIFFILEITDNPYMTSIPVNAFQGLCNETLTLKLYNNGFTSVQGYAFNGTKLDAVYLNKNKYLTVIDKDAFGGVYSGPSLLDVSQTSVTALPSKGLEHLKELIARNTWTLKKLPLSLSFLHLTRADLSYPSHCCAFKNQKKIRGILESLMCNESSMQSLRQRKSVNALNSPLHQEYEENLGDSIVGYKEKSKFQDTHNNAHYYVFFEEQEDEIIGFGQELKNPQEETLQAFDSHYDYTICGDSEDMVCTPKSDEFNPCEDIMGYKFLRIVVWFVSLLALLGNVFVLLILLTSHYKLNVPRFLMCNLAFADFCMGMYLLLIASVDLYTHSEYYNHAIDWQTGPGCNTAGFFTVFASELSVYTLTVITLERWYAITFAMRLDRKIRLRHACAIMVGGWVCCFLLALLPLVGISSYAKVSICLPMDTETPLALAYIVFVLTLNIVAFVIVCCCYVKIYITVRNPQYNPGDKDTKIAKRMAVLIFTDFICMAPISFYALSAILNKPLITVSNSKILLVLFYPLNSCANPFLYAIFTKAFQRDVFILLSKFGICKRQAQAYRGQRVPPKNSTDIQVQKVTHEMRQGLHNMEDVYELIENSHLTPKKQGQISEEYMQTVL
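TSHR-expressing cells were treated with compounds, then stimulated with TSH at EC80 (4nM final) for 2 hours at 37 deg C. Cellular cAMP was measured by HTRF competition between lysate cAMP and cAMP-d2 for a cryptate-labelled anti-cAMP antibody.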
GALK inhibitor – blocks human galactokinase activity; Purified GALK, Kinase-Glo residual ATP luminescence; 270,000 tested, 0.007% active; Potency, µM (titrated, usually from 57.5 µM), without a hit: at the highest dose activity change, negative = inhibition, usual class: inhibitors; also: potency is read from the fitted curve at half-maximal effect; % is scaled to controls: 0 for no effect and ±100 for the full control effect
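Quantitative HTS: GALK 5 nM, ATP 35 uM, galactose 100 uM, 1 h room temperature, then luciferase-based ATP detection.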
CXXC DNA block – inhibitors of human MLL CXXC domain-DNA interaction; AID 2662; MLL-CXXC / FITC-HOXA9 DNA fluorescence polarization; 290,000 tested, 0.037% active; Potency, µM (doses to about 115 µM), for inactives: top-dose activity change, negative = inhibition, usual class: inhibitors; active = well fitted inhibition curve with a large enough effect in the polarisation, with a control signal flat, not every such curve was filed as active; inconclusive = small, poorly fitted or top-dose-only effect, or effect the other way, or a change in a side signal; inactive = no such curve, though single readings can be large or run the other way; the % refers to the polarisation; also: potency is read from the fitted curve at half-maximal effect
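Fluorescence polarization: 7 uM MLL-CXXC (stock) preincubated 5 min with compounds, then 50 nM fluorescein-HOX-A9 DNA (stock) added; 30 min ambient. Buffer 50 mM Tris-HCl pH 7.5, 50 mM NaCl, 1 mM DTT, 0.05% BSA.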
KCNH2 WT inh – KCNH2 (human, wildtype) channel inhibition; activity change, % at 1.84 µM; 340,000 tested, 0.37% active; AID 720551; Q12809; U2OS, BacMam KCNH2, thallium flux FluxOr; stronger effect = lower value;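 active = maximum activity change below -70%; inconclusive = maximum activity change between -70% and -50%; inactive = maximum activity change above -50%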; also: % is scaled to controls: 0 for no effect and ±100 for the full control effect
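U2OS cells were transduced with wild-type KCNH2 virus (2.03 x 10^8 / mL) for 4 h at room temperature, then cultured overnight at 37 C. Thallium flux was read with FluxOr dye. Rate constants were normalized to DMSO controls.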
* = called active by the depositor; u = inconclusive; x = no result given; [ ] = another dose, or the depositor's remark. Unless noted, calls follow the shape of the dose curve; as a rule, active = well fitted curve in the direction sought with a large enough effect; inconclusive = small, poorly fitted or top-dose-only effect, or another doubt; inactive = no such curve, though single readings can be large; an effect the other way counts as inactive or inconclusive.

#1 Cc1ccc2oc(C(=O)N(Cc3ccccc3)C3CCS(=O)(=O)C3)c(C)c2c1 (stereo not given)
#2 O=c1[nH]c(-c2ccc(-c3cccc(Cl)c3)o2)nc2ccccc12
#3 CC(C)Sc1nnc(CNC(=O)C23CC4CC(CC(C4)C2)C3)n1C1CCCCC1
#4 Cc1cccc(NC(=O)COC(=O)COc2ccc3c(c2)CCC3)c1
#5 Cc1cc(NC(=O)Cn2c(=O)oc3ccc(Cl)cc32)no1
#6 CC(=O)Nc1ccc(C(=O)c2ccccc2)cc1
#7 O=C(CN1CCN(c2ccccn2)CC1)Nc1ccc(Br)cc1
#8 NC(=S)N/N=C/c1ccccc1
assay / compound | 1 | 2 | 3 | 4 | 5 | 6 | 7 | 8
A-T KAP1 phos | 7% | -6% | 3% | -4% | 3% | 6% | 0% | 1%
TCR activator | -8% | -2% | 1%[46.1 µM] | 1% | 2% | -2% | -6% | 4%[46.1 µM]
FBPA coupling cs | 2 | x | -2 | x | 1 | 2 | 0 | 2
Giardia kill | -1 | u | -17 | u | 14 | 3 | 5 | -11
Tb PFK inh | 1% | -17% | 2% | 19% | 2% | 3% | 0% | -1%
Chronic BCR inh | -2% | u | 1% | -1% | 0% | u | 0% | 0%
TSHR antag | -4 | -12 | -13 | -6 | 18 | 0 | -4 | 0
GALK inhibitor | 4% | x | 0% | x | 1% | 3% | -4% | 0%
CXXC DNA block | 1% | x | 6% | x | 11% | 11% | 11% | 2%
KCNH2 WT inh | -6 | x | 5 | 1 | -15 | -1 | 49 | -20

#9 CCOC(=O)C1NN=C(C(=O)c2ccccc2)C1c1ccc(Cl)cc1 (stereo not given)
#10 Cc1ccccc1NC(=O)OCc1cccnc1Oc1ccc(Cl)cc1
#11 N#Cc1ccc(C(=O)OCC(=O)NC2CCCC2)cc1
#12 Cc1ccnc2nc(C(=O)Nc3nnc(CC(C)C)s3)nn12
#13 CC(=O)Nc1ccc(NC(=O)CSc2ccc3nnc(CCNC(=O)c4ccccc4)n3n2)cc1
#14 CS(=O)(=O)Nc1cccc(C2=NN(C(=O)c3ccco3)C(c3ccco3)C2)c1 (stereo not given)
#15 O=C(C1=C[C@@H](c2ccc3c(c2)OCO3)C[C@@H](OCc2ccc(CO)cc2)O1)N1CCOCC1
#16 C/C(=C\C(=O)O)C12CC3CC(CC(C3)C1)C2
assay / compound | 9 | 10 | 11 | 12 | 13 | 14 | 15 | 16
A-T KAP1 phos | 15% | 13% | 14% | 3% | 2% | 5% | -16% | 2%
TCR activator | 0% | -2% | 3% | -2% | 1% | 8% | 1% | 10%
FBPA coupling cs | -1 | 1 | 1 | -1 | 3 | -1 | 2 | 4
Giardia kill | 0 | -19 | -22 | -2 | -17 | -12 | -1 | -6
Tb PFK inh | -18% | 6% | -1% | 1% | 1% | 1% | 0% | -10%
Chronic BCR inh | 16% | -8% | 7% | u | -6% | -5% | -21% | u
TSHR antag | 20 | -3 | 5 | -8 | 16 | 8 | -1 | 1
GALK inhibitor | -2% | -2% | x | 0% | 1% | -2% | 7% | -5%
CXXC DNA block | -4% | -1% | 8% | -6% | -1% | 5% | -2% | -3%
KCNH2 WT inh | -4 | 4 | 12 | 3 | -2 | 5 | -5 | -19

Complete entries, looked up by structure. Screens in order: A-T KAP1 phos	TCR activator	FBPA coupling cs	Giardia kill	Tb PFK inh	Chronic BCR inh	TSHR antag	GALK inhibitor	CXXC DNA block	KCNH2 WT inh
Listed for `CS(=O)(=O)Nc1cccc(C2=NN(C(=O)c3ccco3)C(c3ccco3)C2)c1` (stereo not given) → 5%	8%	-1	-12	1%	-5%	8	-2%	5%	5
Listed for `Cc1ccnc2nc(C(=O)Nc3nnc(CC(C)C)s3)nn12` → 3%	-2%	-1	-2	1%	u	-8	0%	-6%	3
Listed for `C/C(=C\C(=O)O)C12CC3CC(CC(C3)C1)C2` → 2%	10%	4	-6	-10%	u	1	-5%	-3%	-19

Next part:
#17 c1ccc(-c2nc(-c3cccnc3)cs2)cc1
#18 CCCN(C(=O)c1c(CC)noc1C)c1c(N)n(Cc2ccccc2)c(=O)[nH]c1=O
#19 Clc1ccc2c(c1)-c1[nH]ncc1CS2
#20 CCCC(=O)Nc1ccc(N2CCN(C(=O)CCC)CC2)cc1
#21 CCOC(=O)C1=C(c2ccccc2)NC(=O)NC1c1ccc(N(C)C)cc1 (stereo not given)
#22 CCOC(=O)c1sc2nc(NC(=O)C(C)(C)C)sc2c1C
#23 Cn1nc(-c2ccc(N3CCCCC3)c(NC(=O)c3ccco3)c2)c2ccccc2c1=O
#24 CCOc1ccc(NC(=S)N(CCc2c(C)[nH]c3ccc(C)cc23)Cc2ccco2)cc1
assay / compound | 17 | 18 | 19 | 20 | 21 | 22 | 23 | 24
A-T KAP1 phos | 4% | 2% | 10% | 4% | -6% | 12% | 2% | -19%
TCR activator | 7% | -3% | 4% | 5% | 1% | 4% | 2% | 16%
FBPA coupling cs | -1 | x | 0 | 0 | -10 | -1 | -5 | -4
Giardia kill | -16 | -7 | 18 | -4 | -21 | -11 | -2 | -21
Tb PFK inh | -2% | 0% | -7% | -5% | -1% | -4% | -5% | 3%
Chronic BCR inh | -2% | 0% | -8% | -2% | -2% | u | 3% | -5%
TSHR antag | 0 | 9 | -3 | -10 | -1 | -17 | -3 | 20
GALK inhibitor | 3% | x | -1% | 0% | 3% | 2% | 1% | x
CXXC DNA block | -10% | x | -5% | -7% | 15% | 1% | 7% | 12%
KCNH2 WT inh | 2 | 2 | -8 | 8 | -5 | -3 | 5 | 0

#25 COC(=O)c1ccc(OCCOc2ccccc2)cc1
#26 COc1ccccc1C(=O)NC(CCSC)C(=O)NCCCSc1ccccc1 (stereo not given)
#27 CCNCc1cc(Cl)cc(OC)c1OC(C)C
#28 COc1cc(OC)cc(-c2nnc(SCC(=O)N3CCOCC3)o2)c1
#29 CCCN(CC(=O)Nc1ccc(F)c(F)c1F)C(=O)c1ccc2c(=O)n3c(nc2c1)CCC3
#30 O=C1CN(C(=O)C2CC2)c2ccccc2N1
#31 Cc1ccc2oc(-c3cccc(NC(=O)c4ccc(Br)o4)c3C)nc2c1
#32 CC(C)CC1NC(=O)N(CC(=O)Nc2cc(F)ccc2F)C1=O (stereo not given)
assay / compound | 25 | 26 | 27 | 28 | 29 | 30 | 31 | 32
A-T KAP1 phos | 7% | -6% | x | 2% | -1% | -1% | 6% | 3%
TCR activator | 2% | -3% | 2%[46.1 µM] | 8% | 3% | -4% | 4% | -8%
FBPA coupling cs | 2 | x | 6 | 2 | x | 1 | -1 | x
Giardia kill | 2 | -2 | 8 | -21 | -1 | 4 | 7 | 0
Tb PFK inh | 0% | -8% | -6% | 1% | -6% | 8%[0.46 µM] | 6% | -1%
Chronic BCR inh | 11% | -18% | 2% | -14% | 10% | -15% | u | -2%
TSHR antag | -6 | 25 | -26 | -1 | 11 | -1 | -19 | 4
GALK inhibitor | 0% | x | 0% | 2% | x | -2% | 0% | x
CXXC DNA block | 1% | x | -1% | 4% | x | 6% | 20% | x
KCNH2 WT inh | -4 | -12 | -3 | 1 | 2 | -8 | 4 | 3

#33 CCOC(=O)C1=C(C)NC(=O)NC1/C=C/c1ccccc1 (stereo not given)
#34 CCCCn1c(-c2csc(CC)c2)n[nH]c1=S
#35 Fc1cccc(NCc2ccoc2)c1
#36 CNC(=S)N(Cc1cccs1)Cc1cc2cc(OC)c(OC)cc2[nH]c1=O
#37 C=C(C)Cn1c(C)cc(C)c(S(=O)(=O)c2ccccc2C)c1=O
#38 O=C(O)c1cnn(-c2ccccc2)c1-c1ccncc1
#39 CCn1c(=O)cc(C(F)(F)F)[nH]c1=S
#40 Cc1nc2c3c4c(sc3n3c(SCC(=O)NCc5ccco5)nnc3n2n1)COC(C)(C)C4
#41 N#Cc1cccc(Oc2ccc(S(=O)(=O)N3CCCC3)cn2)c1
assay / compound | 33 | 34 | 35 | 36 | 37 | 38 | 39 | 40 | 41
A-T KAP1 phos | 5% | -5% | 5% | x | 7% | 18% | -5% | -3% | -2%
TCR activator | 10% | 1%[46.1 µM] | -1% | -8%[46.1 µM] | 3% | -3% | -9% | -21% | 7%
FBPA coupling cs | -1 | 12 | -1 | -1 | 5 | 2 | 0 | -3 | x
Giardia kill | 19 | u | -1 | 1 | 9 | 6 | -18 | -3 | -11
Tb PFK inh | 5% | 0% | u | -2% | 0% | -12% | 0% | 0% | 20%
Chronic BCR inh | 9% | u | 8% | u | 4% | 9% | 0% | 3% | -8%
TSHR antag | 4 | -12 | -5 | -11 | -12 | -2 | 11 | -24 | 4
GALK inhibitor | 0% | 1% | 8% | 1% | -1% | 3% | 6% | 2% | x
CXXC DNA block | 30% | 1% | -1% | 15% | 17% | -16% | 4% | 14% | x
KCNH2 WT inh | -9 | 0 | 1 | 1 | 1 | -3 | 5 | -6 | -89*
